High-throughput results deposited in PubChem by Sanford-Burnham Center for Chemical Genomics.
PfGluPho inh: PfG6PD (Plasmodium falciparum) enzyme inhibition; PfGluPho enzyme, NADPH resazurin-diaphorase fluorescence; inhibition, % at 20 µM; actives 0.78% (n = 350,000); AID 504690;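 active = inhibition reaching at least a set limit at 20 µM in the primary screen, cut at about 59% in these data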;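 also: 0% = DMSO wells with substrate and 100% = DMSO wells lacking glucose-6-phosphate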
SENP8 inh: blocks human SENP8 cleavage of Nedd8 substrate; Q96LD8; recombinant SENP8, Nedd8 substrate fluorescence; inhibition, % at 20 µM; actives 0.64% (n = 360,000); in the data active = inhibition mostly above about 40%, no sharp cut-off; inactive = mostly below about 27%
Target sequence (Q96LD8 whole entry, looked up): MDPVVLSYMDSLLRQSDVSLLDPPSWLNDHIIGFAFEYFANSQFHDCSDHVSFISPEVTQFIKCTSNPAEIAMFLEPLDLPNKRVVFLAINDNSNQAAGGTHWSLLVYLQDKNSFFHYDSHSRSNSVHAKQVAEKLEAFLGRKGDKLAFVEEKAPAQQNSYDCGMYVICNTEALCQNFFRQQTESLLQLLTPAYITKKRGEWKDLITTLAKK
SENP1 FRET inh: SENP1 (human) catalytic domain inhibition. Q9P0U3. recombinant SENP1 catalytic domain, CyPet-SUMO1-YPet FRET cleavage. inhibition, % at 10 µM. actives 0.21% (n = 360,000). AID 624204;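 active = inhibition at least 30% at 10 µM, raw YFP signal under a set limit, fluorescence ratio 0.5 to 1.5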;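 also: 0% = enzyme with DMSO and 100% = no enzyme wells; some results filed as inactive read as strong as hits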
Target sequence (Q9P0U3 419-644 limits assumed): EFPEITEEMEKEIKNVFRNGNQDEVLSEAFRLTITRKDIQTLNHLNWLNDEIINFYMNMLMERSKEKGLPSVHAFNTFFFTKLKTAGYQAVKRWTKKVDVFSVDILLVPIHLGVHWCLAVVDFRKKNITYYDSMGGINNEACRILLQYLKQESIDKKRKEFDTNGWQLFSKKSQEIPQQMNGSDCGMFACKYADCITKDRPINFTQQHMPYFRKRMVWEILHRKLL
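Test system: hSENP1 catalytic domain, recombinant; Amount: 20 pM final SENP1 enzyme; Medium: Tris pH 8 buffer plus EDTA, NaCl, BME, BSA, NP40, catalase; Schedule: 50 min enzyme reaction, room temperature, light-protected; Technique: FRET fluorescence in CFP and YFP emission channels; Controls: no-enzyme wells low, DMSO-plus-enzyme wells high control.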
NR3A LBD binder: modulators (binders) of human NR3A ligand-binding domain | NR3A LBD differential scanning fluorimetry, Tm shift; 0% = protein alone, 100% = glycine-bound protein | Tm shift relative to glycine control, % at 25 µM | actives 2.5% (n = 340,000);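 active = melting temperature shift of at least 10% of the positive control shift, at one fixed dose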
MPTP block: permeability transition pore inhibition; actives 1.4% (n = 360,000); inhibition, % at 10 µM; isolated mouse mitochondria, Ca2+ swelling absorbance, 30 min;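 active = inhibition of 50% or more, scaled per plate between neutral and stimulator controls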;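 also: 0% = DMSO wells given calcium and 100% = 1 mM EGTA wells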
SENP6 inh: blocks the human protease SENP6; Q9GZR1; Recombinant SENP6 catalytic domain, aminoluciferin luminescence; inhibition, % at 10 µM; actives 1.8% (n = 330,000); AID 2599;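 active = inhibition above about 50% at the single tested dose, limit read from the data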;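 also: plate controls were DMSO wells with enzyme for no effect and DMSO wells lacking enzyme for full effect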
Target sequence (Q9GZR1 628-1112 limits assumed): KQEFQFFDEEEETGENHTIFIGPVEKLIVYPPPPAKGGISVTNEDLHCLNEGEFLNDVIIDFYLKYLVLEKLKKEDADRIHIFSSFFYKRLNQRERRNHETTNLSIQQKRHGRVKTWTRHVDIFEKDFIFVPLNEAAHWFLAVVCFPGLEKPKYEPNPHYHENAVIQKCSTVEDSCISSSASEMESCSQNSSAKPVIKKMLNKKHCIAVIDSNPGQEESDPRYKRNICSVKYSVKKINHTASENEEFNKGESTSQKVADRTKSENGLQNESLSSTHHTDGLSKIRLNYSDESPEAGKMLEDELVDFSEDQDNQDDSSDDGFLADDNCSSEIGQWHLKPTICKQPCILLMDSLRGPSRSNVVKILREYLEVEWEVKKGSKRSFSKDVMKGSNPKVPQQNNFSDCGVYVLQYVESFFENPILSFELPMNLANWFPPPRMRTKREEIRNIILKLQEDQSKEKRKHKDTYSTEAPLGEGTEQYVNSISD
hIAP activ: increases human intestinal alkaline phosphatase activity. P09923. purified human IAP, CDP-Star luminescence, 30 min; hits give high values; 1 = vehicle-only enzyme, 0 = enzyme-free background. activation factor at 10 µM. actives 0.16% (n = 330,000);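 active = activation factor of the enzyme at least 2-fold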; also: the source names both 10 and 20 µM as test concentration; values of inactives mirror those of a sister screen read the other way
ATG4B inh: ATG4B (human) cysteine protease inhibition; actives 0.51% (n = 340,000); inhibition, % at 8.33 µM; AID 504462; Q9Y4P1; ATG4B cleavage of LC3-PLA2, NBD-HPC fluorescence, 1 h; in the data active = inhibition above about 40%
An asterisk follows results filed as active; i = inactive; . = not tested or not shown.

SMILES | PfGluPho inh | SENP8 inh | SENP1 FRET inh | NR3A LBD binder | MPTP block | SENP6 inh | hIAP activ | ATG4B inh
Cc1cc(C(=O)NNC(=S)NCc2ccco2)n(C)n1 | -4.8 | 27.1 | 0.4 | 0.3 | 0.1 | -6.5 | 0.819 | 2.0
Cc1ccc(S(=O)(=O)NNC2=NCCCCC2)cc1 | -3.1 | 14.9 | -1.5 | -2.9 | 0.0 | -0.1 | 0.909 | 3.6
CCOC(=O)c1c(C)n(C)c2ccc(OC(C)C(=O)OC)cc12 (configuration not stated) | 6.4 | 19.9 | 0.4 | -2.9 | -2.4 | 5.8 | 1.11 | -2.2
CC(C)C(=O)Nc1c(-c2ccccc2F)c(=O)c2ccccc2n1C | -4.1 | -86.8 | -2.3 | 0.9 | -2.4 | -28.5 | 1.09 | 4.7
CN(C)c1ccc(C(=O)N(Cc2ccccc2)Cc2ccccc2)cc1 | -16.6 | 11.6 | 0.6 | -5.6 | -1.5 | 8.2 | 1.09 | 6.6
Cc1ccc(C(=O)c2ccccc2C(=O)O)s1 | 10.9 | 11.4 | 2.1 | 1.7 | -1.0 | -2.9 | 0.953 | -5.3
COc1ccc(/C=C/C(=O)NC(=S)NNC(=O)c2ccco2)cc1 | -31.0 | 7.3 | 2.5 | -11.3 | -3.2 | 13.1 | 1.55 | -3.8
O=C1NC(=O)C(CC(=O)N(Cc2ccco2)C2(C(=O)NC3CCCC3)CCCCC2)N1 (configuration not stated) | 10.0 | 15.3 | -0.3 | 3.5 | 0.4 | 1.4 | 0.995 | -8.6
COc1cccc(OC)c1C(=O)N1CCN(S(=O)(=O)c2ccc(C)cc2)CC1 | -4.4 | 13.8 | 3.6 | -4.2 | 0.0 | -23.9 | 1.13 | 2.2
O=[N+]([O-])c1ccc(Sc2nccn2Cc2ccccc2)cc1 | 32.8 | 19.0 | -0.3 | -0.1 | -0.8 | -15.4 | 1.14 | -21.6

Further entries:
SMILES | PfGluPho inh | SENP8 inh | SENP1 FRET inh | NR3A LBD binder | MPTP block | SENP6 inh | hIAP activ | ATG4B inh
O=C(N[C@@H](Cc1ccccc1)C(=O)OCc1ccccc1)c1nc[nH]c1C(=O)N[C@@H](Cc1ccccc1)C(=O)OCc1ccccc1 | 25.2 | 19.1 | -0.1 | -3.0 | -3.0 | -4.0 | 1.44 | -10.4
COc1ccc(S(=O)(=O)Nc2ccc(Oc3ccsc3C(=O)O)cc2)cc1 | -2.0 | 16.4 | -2.6 | 2.7 | -0.2 | -9.5 | 1.2 | 1.2
CCOC(=O)C1=C(C)N(C)C(C)=C(C(=O)OCC)C1c1ccncc1 | -6.8 | -44.6 | -1.1 | -0.7 | -0.5 | -10.0 | 1.06 | -7.8
COc1ccc(-c2oc3cccnc3c2-c2ccc(OC)nc2)cc1 | -6.1 | i | -7.8 | -1.9 | -0.9 | -16.0 | 0.966 | -7.1
Cc1onc(-c2ccccc2)c1C(=O)N1CCOCC1 | -8.1 | 24.9 | -0.9 | 0.8 | 0.5 | -21.1 | 1.05 | 9.7
Cc1cc(C(=O)NCCc2ccc(Cl)cc2)n(-c2ccccc2)n1 | 24.7 | 14.6 | 2.3 | -2.6 | 1.0 | -7.9 | 1.09 | 28.4
O=C(COc1cccnc1[N+](=O)[O-])N1CCN(S(=O)(=O)c2ccc3ccccc3c2)CC1 | -1.3 | 7.1 | 2.3 | 14.4* | -0.8 | 1.0 | 0.925 | -4.7
O=C(CN1CCCC1)Nc1ccc(F)cc1 | -3.9 | 10.6 | 2.6 | -1.3 | 0.6 | 4.7 | 0.993 | -4.5
C=CCn1c(C)cc(C(=O)COC(=O)/C=C/c2cccc(OC)c2)c1C | 13.8 | -59.4 | 0.3 | -0.4 | 0.3 | -7.7 | 0.984 | 1.7
Cn1c(C(=O)OCC(=O)NCc2cccs2)cc2sccc21 | -10.6 | 17.8 | 2.8 | -4.2 | 0.0 | -27.8 | 1.65 | 1.4

(next part)
SMILES | PfGluPho inh | SENP8 inh | SENP1 FRET inh | NR3A LBD binder | MPTP block | SENP6 inh | hIAP activ | ATG4B inh
Cc1nnsc1C(=O)Nc1cccc(Cl)c1 | 17.8 | 12.2 | 2.8 | 2.0 | 1.7 | 14.3 | 0.976 | 0.7
CCNC(=O)NC(=O)C(C)OC(=O)CCCc1nc2ccccc2s1 (configuration not stated) | 1.1 | -1.6 | 0.4 | 0.2 | -0.9 | -6.4 | 1.05 | -6.0
CC(C)(C)n1nc2c(c1NC(=O)c1ccc(C(F)(F)F)cc1)CS(=O)(=O)C2 | 1.7 | 5.7 | 0.8 | 2.2 | 1.7 | -7.5 | 1.2 | 4.9
CC(=O)Nc1ccc(C(=O)NCC2(N3CCCCC3)CCCCC2)cc1 | 28.2 | -6.2 | -24.6 | 0.9 | -1.5 | 8.8 | 0.871 | 4.5
COc1ccc(-c2c(C#N)c(N)nc3c2CCC3)cc1 | 0.7 | -409.8 | -27.3 | -0.9 | 2.4 | -12.5 | 1.08 | -4.7
CCCCC1CCC(C(=O)N(CCC(C)C)c2c(N)n(CCCC)c(=O)[nH]c2=O)CC1 (configuration not stated) | -20.1 | -9.0 | -9.0 | . | -0.6 | . | . | .
CCn1cc(/C=C(\NC(=O)c2ccccc2Cl)C(=O)NCCN2CCOCC2)c2ccccc21 | 3.2 | -17.0 | -6.4 | -2.1 | 2.2 | 13.4 | 0.867 | -6.5
Cc1ccccc1OCC(=O)Nc1cccc(C(=O)O)c1 | -20.2 | 4.3 | 2.4 | 0.7 | 3.2 | . | . | -11.6
Cc1cccc(NC(=O)C2C3CCCCC32)c1 (configuration not stated) | 5.7 | 14.6 | 0.6 | 0.5 | -0.6 | 16.2 | 1.33 | 5.9
CC(C)OC(=O)c1c(N)sc2c1CCCC2 | 34.0 | 12.3 | 0.0 | 2.8 | 0.6 | -29.6 | 1.01 | 5.8

Carrying on.
SMILES | PfGluPho inh | SENP8 inh | SENP1 FRET inh | NR3A LBD binder | MPTP block | SENP6 inh | hIAP activ | ATG4B inh
CC(C)Cn1c(N)c(C(=O)COC(=O)c2ccccc2Cl)c(=O)n(C)c1=O | 15.3 | 4.3 | -0.3 | -2.6 | 0.1 | -4.9 | 0.914 | -5.9
CCOC(=O)C1(Cc2ccc(OC)cc2)CCN(C(=O)CN2CCOC2=O)CC1 | -0.7 | 18.5 | -0.6 | -0.9 | 0.2 | 4.5 | 0.986 | 8.1
Oc1ccccc1N1CCN(Cc2ncc(-c3ccccc3)o2)CC1 | -2.4 | 1.4 | 0.3 | -3.0 | 0.6 | 27.6 | 1.02 | 0.2
N#CCCn1cc(C(=O)Nc2ccccc2Br)c(-c2cccs2)n1 | 9.8 | -2.3 | 0.8 | 0.2 | 4.5 | 0.4 | 0.977 | -15.3
CN(C)S(=O)(=O)c1ccc(C(=O)/C=C/c2cccnc2)cc1 | 0.0 | 17.7 | 0.9 | -0.9 | 1.0 | -8.7 | 0.962 | -4.1
COc1ccc(CC(=O)N/N=C(/C)c2ccco2)cc1 | -0.8 | 14.8 | 0.2 | -0.3 | 0.1 | -3.5 | 0.966 | 1.6
CC(=O)OCC(=O)c1c[nH]c2ccccc12 | 16.5 | 6.4 | -2.2 | -1.8 | -2.4 | -10.1 | 0.885 | 0.6
O=C(COc1ccc(F)c(Cl)c1)N1CCCCCCC1 | -17.9 | 4.0 | -0.4 | 0.4 | 0.9 | -11.3 | 1.16 | 8.4
O=C(Nc1ccnn1C1CCN(Cc2cccc(OCCO)c2)CC1)C1CCCC1 | 6.5 | -4.9 | -1.5 | 0.6 | 0.0 | -17.8 | 1.38 | -1.3
CCCC(C)c1nnc(NC(=O)CCS(=O)(=O)Cc2ccccc2)s1 (configuration not stated) | 46.1 | 4.0 | 1.3 | -0.2 | -1.2 | 20.6 | 0.893 | -5.6

Taken from above:
CN(C)S(=O)(=O)c1ccc(C(=O)/C=C/c2cccnc2)cc1 in hIAP activ has 0.962
CCOC(=O)C1(Cc2ccc(OC)cc2)CCN(C(=O)CN2CCOC2=O)CC1 in SENP8 inh has 18.5

New compounds follow:
SMILES | PfGluPho inh | SENP8 inh | SENP1 FRET inh | NR3A LBD binder | MPTP block | SENP6 inh | hIAP activ | ATG4B inh
COc1ccc(C2CC(c3cccs3)=NN2C(=O)CCC(=O)O)cc1 (configuration not stated) | 3.7 | -204.9 | -2.6 | -1.2 | -0.7 | -10.7 | 0.897 | -4.2
CCOc1cc(C(C(=O)NCC2CCCO2)N(C(=O)Cn2nnc3ccccc32)c2ccc(C(C)=O)cc2)ccc1O (configuration not stated) | -2.7 | 10.1 | 1.5 | -1.2 | 0.8 | -0.6 | 0.992 | 6.2
COc1cccc(CN(C(=O)c2cc3ccccc3oc2=O)C2CC2)c1 | -9.8 | -12.7 | -1.5 | -3.5 | 1.7 | -13.5 | 0.903 | 3.3
O=C(c1ccc(Br)cc1)c1cc([N+](=O)[O-])ccc1N1CCOCC1 | 14.6 | 25.0 | -0.2 | 0.7 | 1.6 | -14.8 | 1.01 | -13.1
CC(C)C(=O)Nc1ccc(S(=O)(=O)Nc2ccccn2)cc1 | -4.2 | -81.4 | 1.7 | 0.9 | -0.5 | 11.2 | 0.928 | -5.3
Cc1c(C#N)c2ncn(Cc3ccccn3)c(=O)c2n1-c1ccccc1 | -9.1 | -252.2 | 1.7 | -1.7 | -2.0 | 3.7 | 1.07 | -7.0
Cc1ccc(C)c(NC(=O)CSc2nnc(CCCCCNC(=O)OC(C)(C)C)o2)c1 | 1.0 | 18.2 | 1.2 | -0.3 | 9.4 | 6.1 | 1.24 | -7.6
Cc1cccc(NC(=O)CNC(=O)c2cn(Cc3ccccc3)nc2-c2cccnc2)c1C | -5.5 | -8.0 | 1.7 | 0.3 | -0.6 | 2.0 | 0.895 | -16.5
CN(CC(=O)Nc1ccccc1Cl)C(=O)COC(=O)C1CCN(c2ccc(C(F)(F)F)cn2)CC1 | 1.3 | -37.7 | 0.5 | 0.2 | -2.3 | -3.2 | 1.02 | -8.5
Cc1ccc(S(=O)(=O)N2C[C@]3(O)C[C@@H]4C(=O)N(c5ccccc5)C(=O)[C@@H]4C[C@]3(OC(=O)NC3CCCC3)C2)cc1 | -8.4 | -15.5 | -2.0 | . | -1.9 | . | . | .

Next section.
SMILES | PfGluPho inh | SENP8 inh | SENP1 FRET inh | NR3A LBD binder | MPTP block | SENP6 inh | hIAP activ | ATG4B inh
CC(=NO)C1(C)CC=CCC1CO (configuration not stated) | -3.8 | 11.9 | 0.9 | . | -1.8 | . | . | .
COc1cccc(/C=N/Nc2nnc(C)n2N)c1O | 24.0 | 1.3 | -1.4 | 3.5 | 0.1 | -11.8 | 1.86 | -1.5
COCC(C)N1CCC(Oc2ccc(C(=O)NCc3ccccn3)cc2)CC1 (configuration not stated) | -2.2 | 3.0 | -16.7 | 1.5 | -0.3 | -14.0 | 1.19 | 27.6
O=c1cc(CSc2nc3ccccc3[nH]2)c2ccccc2[nH]1 | 44.7 | 9.3 | 0.6 | -1.1 | 0.5 | -2.9 | 1.18 | -9.9
O=C(c1cc(C2CC2)nn1-c1ccccc1)N1CCN(Cc2ccccc2F)CC1 | 3.8 | -32.0 | -1.3 | -1.2 | -1.2 | 0.1 | 1.16 | 2.9
COc1cccc(NC(=O)c2c([N+](=O)[O-])cnn2C)c1 | 0.6 | 3.1 | -1.0 | 1.6 | 1.2 | -9.7 | 0.931 | -4.2
CCCC[C@@H]1C=C(C(=O)O)[C@H](c2ccc(CC)cc2)N1S(=O)(=O)c1ccc(C)cc1 | -8.9 | 23.7 | 1.1 | -2.6 | 1.1 | 21.7 | 1.1 | 0.1
CCCN(C(=O)COC(=O)C12CCC(=O)N1c1ccccc1S2)c1c(N)n(Cc2ccccc2)c(=O)[nH]c1=O (configuration not stated) | 2.6 | -1.0 | -1.1 | -2.1 | -1.8 | -15.7 | 0.98 | -5.8
